# Neddylation inh = cullin neddylation inhibition; P61081+Q13564; TR-FRET cullin neddylation, biochemical; calls only at 25 µM; 0.58% of 360,000 active; in the data active = inhibition above about 36%
# SUMO1 PPI mod = SUMO1-SIM interaction modulation; P63165; SUMO1 binding to a labelled peptide, TR-FRET, 1 h; inhibition, % at 20 µM; 0.33% of 360,000 active; in the data active = inhibition above about 37%
# Target sequence (P63165 whole entry, looked up): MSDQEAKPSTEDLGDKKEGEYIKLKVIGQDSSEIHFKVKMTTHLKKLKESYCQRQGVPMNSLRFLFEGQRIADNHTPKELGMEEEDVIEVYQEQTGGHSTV
# Scp1 inh = Scp-1 (human) phosphatase inhibition | inhibition, % at 20 µM | 0.88% of 340,000 active | Recombinant Scp1, phosphopeptide, malachite green phosphate absorbance | Q9GZU7;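 active = inhibition above about 50% at 20 µM, limit read from the data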;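 also: plate controls were DMSO wells with enzyme for no effect and wells lacking enzyme for full effect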
# Target sequence (Q9GZU7 76-261 limits assumed): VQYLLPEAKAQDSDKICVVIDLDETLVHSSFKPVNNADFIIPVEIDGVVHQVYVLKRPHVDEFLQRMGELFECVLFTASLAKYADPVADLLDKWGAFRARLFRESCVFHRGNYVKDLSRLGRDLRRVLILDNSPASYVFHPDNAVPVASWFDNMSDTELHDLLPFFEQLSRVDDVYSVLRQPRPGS
#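 Times: enzyme reaction 45 min at room temperature, colour 5 min, stabilisation 30 min. Material: SCP-1 catalytic fragment, aa 76-261. Medium: Acidic Tris acetate buffer with magnesium and detergent. Signal: colorimetric free-phosphate detection, absorbance 630 nm. Read-out basis: % inhibition of SCP-1 phosphate liberation. Reagent: Phosphorylated 17-residue peptide substrate.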
# DNMT1 block = blocks human DNA methyltransferase DNMT1; P26358; DNMT1 molecular beacon, Hinp1I cleavage, fluorescence; inhibition (reported as % activation of signal), % at 10 µM; 0.83% of 360,000 active; AID 588458; in the data active = inhibition above about 50%
# Rin1 Abl inh = blocks binding of human Rin1 to Abl | TR-FRET Rin1/Abl binding, biochemical | 0.4% of 360,000 active | AID 588664 | P00519+Q13671 | inhibition, % at 7.35 µM; in the data active = inhibition above about 5%, passing the limit was not always enough
# LMPTP inh = blocks human LMPTP phosphatase; recombinant LMPTP-A, OMFP fluorogenic substrate, fluorescence intensity; AID 651560; P24666; 0.22% of 360,000 active; inhibition, % at 20 µM;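 active = compounds that cut the enzyme signal by at least half of the control window in the single-dose screen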;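 also: plate controls were DMSO wells with enzyme plus substrate for no effect and substrate without enzyme for full effect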
# Target sequence (P24666 whole entry, looked up): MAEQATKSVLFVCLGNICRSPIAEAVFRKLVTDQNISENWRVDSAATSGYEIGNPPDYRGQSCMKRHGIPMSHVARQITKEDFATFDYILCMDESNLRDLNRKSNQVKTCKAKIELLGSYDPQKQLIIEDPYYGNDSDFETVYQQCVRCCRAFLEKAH
#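 Test system: LMPTP-A phosphatase enzyme. Amount: LMPTP-A at 0.625 nM final in the reaction. Reagent: OMFP substrate, 400 µM final. Times: 50 min at room temperature. Signal: endpoint fluorescence intensity from OMFP dephosphorylation. Read-out basis: % inhibition. Benchmarks: no-enzyme and uninhibited controls.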
# Rpn11 inh = inhibitors of human proteasome Rpn11. O00487. human 26S proteasome, Ub4-pepOG fluorescence polarization; 20S core pre-blocked with epoxomicin. calls only at 20 µM. 0.59% of 360,000 active. AID 588493;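 active = inhibition at 20 µM, scaled to each plate's controls, above about 33%, limit read from the data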
# NadD block = NadD (S. aureus) enzyme inhibition | purified NadD enzyme, colorimetric absorbance read-out | inhibition, % at 20 µM | 0.78% of 360,000 active | AID 602399; in the data active = inhibition above about 26%; also: some compounds past the cut are filed as inactive
# STEP block = STEP (human) phosphatase inhibition; recombinant STEP, OMFP fluorogenic substrate, fluorescence; AID 588621; inhibition, % at 20 µM; 0.25% of 360,000 active; P54829;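 active = inhibition at 20 µM, scaled per plate between control wells, above about 37%, limit read from the data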;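 also: 0% = DMSO with enzyme and substrate and 100% = substrate only without enzyme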
#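 System: isolated STEP enzyme; schedule: 20 min enzyme reaction at room temperature, protected from light; medium: Bis-Tris buffer pH 6.0, 2.5 mM DTT, 0.005% Tween 20; signal: fluorescence, 480/540 nm; dosing: single compound dose of 20 µM, 1% DMSO final; also added: OMFP substrate, 25 µM final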
# CSN deneddyl inh = CSN deneddylation inhibition. AID 651999. Purified CSN, SCF-Nedd8-OG deneddylation, fluorescence polarization. Q92905. inhibition, % at 12.5 µM. 0.38% of 360,000 active;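 active = pattern-corrected inhibition above about 35%, with an unprinted fluorescence ratio check between 0.5 and 1.5, limit read from the data, passing the limit was not always enough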;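 also: 0% = enzyme with substrate and 100% = substrate without enzyme; some results filed as inactive read as strong as hits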
# Target sequence (Q92905 whole entry, looked up, one chain of several): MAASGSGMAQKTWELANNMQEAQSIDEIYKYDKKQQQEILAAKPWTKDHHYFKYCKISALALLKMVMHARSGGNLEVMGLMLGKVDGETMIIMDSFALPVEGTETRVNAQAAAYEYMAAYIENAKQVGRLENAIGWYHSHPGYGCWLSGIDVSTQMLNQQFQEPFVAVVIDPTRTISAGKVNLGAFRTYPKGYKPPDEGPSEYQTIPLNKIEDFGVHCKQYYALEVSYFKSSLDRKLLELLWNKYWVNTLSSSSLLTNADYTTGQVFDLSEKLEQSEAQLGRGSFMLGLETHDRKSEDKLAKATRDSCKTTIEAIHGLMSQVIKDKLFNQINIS
#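 Assay system: HEK293T-derived human Csn5 enzyme; quantity: 0.24 nM enzyme; medium: Tris/NaCl/DTT buffer, pH 7.5; also added: substrate SCFSkp2-Nedd8OG, 10 nM; doses: 12.5 µM compound; schedule: 90 min reaction at room temperature; signal: FP; read-out: % inhibition of substrate cleavage by Csn5; benchmarks: substrate-only high control, full reaction low control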
# * = called active by the depositor; i = inactive; · = not tested or not shown; + = active, no number.
SMILES,Neddylation inh,SUMO1 PPI mod,Scp1 inh,DNMT1 block,Rin1 Abl inh,LMPTP inh,Rpn11 inh,NadD block,STEP block,CSN deneddyl inh
O=[N+]([O-])c1cccc(/C=N/N2CCN(c3ccccn3)CC2)c1,i,-21,-7,-1,0,0.2,i,-1,-2,-6
CC(C)C[C@H]1CN(CCCC[C@@H]2CNC(=O)C(=O)N2Cc2ccccc2)C(=O)C(=O)N1CC1CCCCC1,i,-5,·,·,·,-1.9,·,19,·,-7
COc1cccc(/C=C(/C(=O)OCC(N)=O)c2ccccc2)c1,i,-5,6,6,3,-0.5,i,-2,0,6
CCOC(=O)c1csc(NC(=O)CSc2nnnn2CC)n1,i,-2,-4,-2,-1,-0.6,i,0,-1,-1
Cc1ccccc1NC(=O)CSC1=C(C#N)C(c2ccsc2)CC(=O)N1 (stereo not drawn),i,-2,-3,0,-3,0.6,i,-4,4,-2
O=C(c1ccccc1)N1CCc2ccccc21,i,1,10,2,-3,-0.1,i,-5,1,-4
Cc1ccc(Cn2nnnc2CN2CCC(O)(c3ccc(F)cc3)CC2)cc1,i,0,7,0,7,-0.9,i,-3,2,2
Cc1ccc(OCCc2csc(N)n2)cc1,i,5,1,-4,2,-0.4,i,-9,-2,-12
O=C(COC(=O)c1cccs1)NCCC1=CCCCC1,i,1,-3,1,3,-1.7,i,5,1,3
COc1ccc(C)cc1NS(=O)(=O)c1ccc2c(c1)N(C)CCO2,i,24,-5,1,0,-1.1,i,-6,-1,-1
FC(F)(F)c1ccc(Oc2ccc3c(C(F)(F)F)cc(C(F)(F)F)nc3n2)cc1,i,5,-5,1,-2,-0.3,i,6,1,3
Cc1cc(-n2cccn2)ccc1CN1CCN(C2CCCC2)C(CCO)C1 (stereo not drawn),i,-1,-4,2,-2,0.1,i,-9,-1,-5
Fc1ccc(CN2C3=NCCCN3c3ccccc32)cc1,i,1,-7,6,0,-1.2,i,-2,-2,-17
CC1CCCN(C(=O)COC(=O)COc2ccc(Cl)cc2)C1 (stereo not drawn),i,6,-3,0,2,-1.3,i,-3,10,-1
COc1cc(/C=N/NC(=O)c2ccncc2)ccc1OC(=O)c1ccccc1Cl,i,-7,-6,-5,-4,-0.4,i,-9,-1,-2
CCOC(=O)C1(C)CCCN(C(=O)c2cccc(C#N)c2)C1 (stereo not drawn),i,-2,·,2,0,-0.3,i,4,-2,1
COc1ccc(C(=O)NNC(=O)C(=O)Nc2ccc(C)cc2)cc1,i,3,-5,1,-1,-1.8,i,0,-1,2
CCc1nnc(NC(=O)CSc2nc3c(cc2C#N)CCC3)s1,i,-4,-6,0,-2,1.9,i,-2,0,1
Oc1ccc(-n2cnnn2)cc1,i,-1,2,0,0,-0.3,i,1,-3,0
CCCNc1nc(Cl)nc(Nc2ccc(Cl)cc2)n1,i,2,0,0,0,-0.4,i,-4,-1,-5
Cc1cccc(C2c3[nH]c4ccccc4c3CCN2C(=O)c2cc(-c3cccn3C)n[nH]2)n1 (stereo not drawn),i,7,6,-25,0,2.2,i,23,2,-2
CCCOc1ccc(N2C(=O)CC(N(CCc3ccc(OC)cc3)C(=O)/C=C/C(=O)O)C2=O)cc1 (stereo not drawn),i,4,5,-1,3,0.8,i,1,4,-2
CCN(CC)S(=O)(=O)c1cc(C(=O)O)ccc1Cl,i,-2,-2,7,0,0.7,i,2,0,1
CCOc1ccc(CSCCNC(=S)Nc2ccc(OC)cc2)cc1,i,1,-8,0,-1,1.9,i,-9,4,-5
CCCC(=O)Nc1nnc(S(=O)(=O)N(CC)c2ccc(OC)cc2)s1,i,-7,-9,1,-3,-3.1,i,-3,0,1
CC1(C)CC2CC(C)(CN2C(=O)c2cc(-c3ccc(O)cc3)on2)C1 (stereo not drawn),i,0,-6,9,-3,5.6,i,-7,-2,4
O=C(N/N=C/c1ccc([N+](=O)[O-])cc1)C(=O)N1CCCC1,i,-19,1,-2,-1,-0.4,i,-3,0,9
O=C(CSc1nc(NS(=O)(=O)c2ccccc2)cc(=O)[nH]1)Nc1ccccc1Cl,i,0,-5,4,-2,0.5,i,-9,-2,0
Cc1noc(NS(=O)(=O)c2ccc(NC(=O)/C=C/c3ccc(C(C)C)cc3)cc2)c1C,i,-15,-6,1,2,1.7,i,14,0,0
C=C(C)COc1ccc(-c2ncncc2-c2ccccc2)c(O)c1,i,4,-2,-5,-2,1.4,i,-1,0,4
CCCn1c2ccccc2c2cnn(CC(=O)N3CCN(C4CCCCC4)CC3)c(=O)c21,i,-4,-3,-1,1,-0.7,i,-3,-2,-1
COc1ccc(C(=O)NC2CCc3ccccc32)cc1OC1CCN(C(C)=O)CC1 (stereo not drawn),i,-1,-4,1,4,-1.0,i,-9,-1,-1
CCN1C(=NCCN2CCOCC2)N[C@@H](c2ccccc2)C(C(=O)OC)=C1C,i,2,6,3,-1,0.0,i,1,0,0
O=C(/C=C/c1ccco1)Nc1cccc(NC(=O)/C=C/c2ccco2)n1,i,17,16,47,0,3.8,i,5,1,25
CCOc1ccc(-n2c(SCC(=O)NCc3ccco3)nnc2-c2c[nH]c3ccccc23)cc1,i,9,10,-11,-3,1.8,i,8,-7,0
Cc1nc(-c2nnc(SCC(=O)Nc3ccc(Cl)cc3)n2C)cs1,i,2,-4,0,-2,-1.4,i,-4,-3,3
CCN(CC)c1ccc(/C=N/N2CCN(Cc3ccc(Cl)cc3)CC2)c(O)c1,i,-7,2,-3,-1,2.9,i,-4,-1,5
C[C@H](NC(=O)c1nc[nH]c1C(=O)NCCCCCN)C(=O)OC(C)(C)C,i,-4,1,3,-2,-6.3,i,-3,1,0
O=C(CCC(=O)c1cccs1)Nc1ccc(N2CCCCC2)cc1,i,1,6,5,0,3.3,i,23,-8,-2
CCC(C)(C)n1nnnc1C(c1ccc(O)cc1)N1CCc2ccccc2C1 (stereo not drawn),i,0,-5,-1,-1,-1.5,i,-6,2,-3
CCCCCCCc1nc2nc(C)c(Br)c(=O)n2[nH]1,i,5,-2,3,-2,-0.2,i,0,-2,3
Nc1c(/C=C2/C=CC(=O)C(O)=C2)c(=O)nc2sc(CC(=O)N3CCCC3)nn12,i,-8,88*,21,1,3.7,i,4,5,39*
CCOC(=O)c1ccc(S(=O)(=O)NNC(=O)COc2ccccc2C)cc1,i,2,-5,1,3,-0.7,i,1,2,-9
Cc1cc(NC(=O)CSc2nnc(-c3cccnc3)n2C)no1,i,-2,-3,3,3,-1.0,i,0,-6,-5
CCOC(=O)N1CCN(C(=O)c2oc3ccc(S(=O)(=O)N4CCOCC4)cc3c2C)CC1,i,0,-8,0,1,-0.1,i,-2,0,1
Cc1nc2ncccn2c1-c1csc(Nc2ccccc2)n1,i,-10,-4,-4,-3,0.0,i,-2,2,-3
COc1cccc(O)c1CN1CCC(C(=O)Nc2ccc(-c3cccc(C)c3)cc2)CC1,i,-6,3,-7,-1,2.5,i,11,2,0
O=C(CSCC(=O)N1CCCc2ccccc21)Nc1nc(-c2ccccc2)cs1,i,9,-16,-10,2,3.9,i,-3,-2,1
N#CC1=C(Nc2ccccc2Cl)SC(c2ccncc2)NC1=O (stereo not drawn),i,2,·,0,-2,-0.3,i,10,4,-6
NC(=O)c1cc([N+](=O)[O-])c(Cl)cc1NCc1ccncc1,i,-21,-6,2,0,0.6,i,-8,4,0
CCOc1ccc(C(=O)NC2CC3CCCC(C2)N3CC(C)C)cc1 (stereo not drawn),i,0,-1,2,-4,-1.1,i,3,0,3
CCOC(=O)C1C(=O)CC(C)(O)C(C(=O)OCC)C1c1cccc(OC(F)(F)C(F)F)c1 (stereo not drawn),i,2,-2,0,5,-0.6,i,4,-1,10
Cc1ccc2nc(N3C(=O)C(O)=C(C(=O)c4cc5ccccc5o4)C3c3cccs3)sc2c1 (stereo not drawn),i,8,-23,78*,-1,36,+,25,12,8
c1ccc(-n2c(-c3ccco3)nnc2-c2ccco2)cc1,i,0,17,1,-1,-0.3,i,8,0,-4
CCCNC(=O)c1cc(C2CCCCN2S(=O)(=O)c2ccc(F)cc2F)on1 (stereo not drawn),i,2,·,5,-5,0.4,i,3,-2,0
NC(=O)Cn1cnc2c(nnn2-c2cccc(Cl)c2)c1=O,i,19,-3,7,-2,-0.3,i,4,1,-1
O=C(O)c1cc(NS(=O)(=O)c2ccc(N3CCOCC3)c([N+](=O)[O-])c2)cc(C(=O)O)c1,i,-10,0,0,1,-0.9,i,-2,2,-12
CC1CN(c2oc(-c3ccco3)nc2C#N)CC(C)O1 (stereo not drawn),·,-6,-6,3,-1,-1.0,i,-4,1,4
CCn1c(=O)c2cc(C(=O)NCCOC)sc2c2ccccc21,·,-17,-5,-1,0,-1.1,i,-4,3,-2
O=C(CSc1ncnc2c1oc1ccccc12)NCC1CCCO1 (stereo not drawn),i,3,-8,-1,i,-0.3,i,-5,0,4
Cn1c(Nc2ccc(F)cc2)nc2cc(-c3ccsc3)sc2c1=O,i,-19,·,2,-6,2.3,i,-1,-1,2
Cc1ccc(S(=O)(=O)N(CC(=O)Nc2ccc(C)c(Cl)c2)C(=O)N2CCN(C)CC2)cc1,i,0,2,1,1,-1.3,i,0,-1,1

# Entries of single compounds from above. Screens in order: Neddylation inh | SUMO1 PPI mod | Scp1 inh | DNMT1 block | Rin1 Abl inh | LMPTP inh | Rpn11 inh | NadD block | STEP block | CSN deneddyl inh
# Results for `O=C(CSCC(=O)N1CCCc2ccccc21)Nc1nc(-c2ccccc2)cs1` → i | 9 | -16 | -10 | 2 | 3.9 | i | -3 | -2 | 1
# Results for `COc1cc(/C=N/NC(=O)c2ccncc2)ccc1OC(=O)c1ccccc1Cl` → i | -7 | -6 | -5 | -4 | -0.4 | i | -9 | -1 | -2
# Results for `O=C(c1ccccc1)N1CCc2ccccc21` → i | 1 | 10 | 2 | -3 | -0.1 | i | -5 | 1 | -4
# Results for `c1ccc(-n2c(-c3ccco3)nnc2-c2ccco2)cc1` → i | 0 | 17 | 1 | -1 | -0.3 | i | 8 | 0 | -4
# Results for `CC1(C)CC2CC(C)(CN2C(=O)c2cc(-c3ccc(O)cc3)on2)C1` (stereo not drawn) → i | 0 | -6 | 9 | -3 | 5.6 | i | -7 | -2 | 4

# Screening data deposited in PubChem by several laboratories.
